Screening results deposited in PubChem by several laboratories.
Glyco luc inh: blocks N-linked glycosylation in D54 reporter cells; D54 ERlucT glycosylation luciferase reporter, 24 h; percent of 100 nM tunicamycin response; 0.23% of 360,000 active; reporter increase, % at 12.5 µM;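 active = mean luciferase reporter signal, scaled so untreated is 0 and the glycosylation-blocking control 100, at or above a set limit in every replicate; inconclusive = mean reaches the limit but not every replicate does; inactive = mean below the limit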;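 also: luciferase carries N-glycosylation sites so blocking glycosylation raises the light; 0% = median of neutral control wells and 100% = median of 100 nM tunicamycin wells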
MC4R antagonist: blocks human MC4R cAMP signaling | P32245 | MC4R-expressing cells, MTII-stimulated cAMP, LANCE TR-FRET | inhibition, % at 6.5 µM | 0.48% of 360,000 active | AID 540295;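 active = inhibition above its plate's cutoff, the mean of tested wells on that plate plus 3 SD, cut at about 29% in these data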;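 also: 0% = Melanotan II alone and 100% = Melanotan II plus saturating MCL0020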
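System – human MC4R-expressing U2OS cells · Also added – Melanotan II · Dosing – one concentration, 6.5 µM nominal · Timing – 30-min compound, 1-h challenge, 1-h detection, room temperature · Measured by – Eu-cAMP/anti-cAMP TR-FRET, emission 671 nm · Replicates – singlicate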
Cardio protect: protects H9c2 cardiomyocytes from peroxide injury; H2O2 injury protection, ATPLite, 2 h; protection from H2O2 cell death, % at 20 µM; 0.63% of 360,000 active; AID 588492;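 active = compounds giving at least 50% protection of heart cells from peroxide-induced death in the single-dose screen, raw or plate-pattern-corrected value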;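 also: 0% = DMSO wells with peroxide and 100% = DMSO wells without peroxide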
PDI inh: inhibitors of human protein disulfide isomerase | P07237 | PDI insulin aggregation turbidity, A650, 90 min | inhibition, % at 10 µM | 0.052% of 350,000 active | AID 588391;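 active = mean inhibition across replicates of 30% or more, whatever share of single replicates reach that level; inconclusive = mean inhibition below 30% while every single replicate reaches 30%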;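 also: absorbance from insulin aggregation driven by PDI reduction with DTT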
HTR2A ag: activates the mouse 5-HT2A serotonin receptor | P35363 | CHO-K1 mHTR2A beta-arrestin complementation, luminescence; percent of 30 µM serotonin response | activation, % at 7.6 µM | 0.66% of 360,000 active | AID 624169;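 active = activation above a run cutoff, the mean activation of all tested compounds plus 3 SD, cut at about 14% in these data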;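 also: 0% = plate median of compound wells and 100% = 30 µM serotonin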
MC4R ag barr: agonists of human melanocortin 4 receptor (MC4R) beta-arrestin | P32245 | U2OS MC4R beta-arrestin complementation, luminescence; percent of melanotan II response, DMSO zero | activation, % at 8.9 µM | 0.98% of 360,000 active | AID 540308;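 active = activation above a per-plate cutoff, the mean activation of sample wells on that plate plus 3 SD, cut at about 8% in these data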
ABHD5-PLIN5 inh: ABHD5-PLIN5 protein interaction inhibition; Q00G26+Q8WTS1; Split G. princeps luciferase complementation, luminescence, 4 h; inhibition, % at 4 µM; 0.78% of 360,000 active;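 active = inhibition above the mean inhibition across every tested compound plus 3 SD, cut at about 22% in these data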;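 also: 0% = DMSO only wells and the 100% control is not disclosed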
Target sequence (Q00G26 whole entry, looked up): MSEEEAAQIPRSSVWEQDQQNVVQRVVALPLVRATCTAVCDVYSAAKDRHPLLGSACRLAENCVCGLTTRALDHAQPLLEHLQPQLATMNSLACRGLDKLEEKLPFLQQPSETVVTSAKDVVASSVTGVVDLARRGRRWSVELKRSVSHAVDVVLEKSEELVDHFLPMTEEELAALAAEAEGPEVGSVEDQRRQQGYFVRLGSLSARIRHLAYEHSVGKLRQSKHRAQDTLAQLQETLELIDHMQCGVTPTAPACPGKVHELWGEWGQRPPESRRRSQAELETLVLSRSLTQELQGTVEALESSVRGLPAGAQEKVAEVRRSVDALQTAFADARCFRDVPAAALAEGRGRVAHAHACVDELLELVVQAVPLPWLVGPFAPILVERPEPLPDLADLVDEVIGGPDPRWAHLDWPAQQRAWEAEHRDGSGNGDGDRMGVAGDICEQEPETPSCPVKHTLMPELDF
Target sequence (Q8WTS1 whole entry, looked up): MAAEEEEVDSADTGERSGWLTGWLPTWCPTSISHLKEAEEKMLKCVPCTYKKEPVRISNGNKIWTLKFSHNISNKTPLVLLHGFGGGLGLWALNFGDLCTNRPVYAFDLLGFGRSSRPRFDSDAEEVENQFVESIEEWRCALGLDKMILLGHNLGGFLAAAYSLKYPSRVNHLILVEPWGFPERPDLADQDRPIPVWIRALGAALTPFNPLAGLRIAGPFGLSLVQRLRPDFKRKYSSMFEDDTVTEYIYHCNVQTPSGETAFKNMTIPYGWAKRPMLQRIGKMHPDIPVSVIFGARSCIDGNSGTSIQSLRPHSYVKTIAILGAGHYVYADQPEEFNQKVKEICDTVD
CaV13 ICDI inh: Primary screen for inhibitors of IQ motif and Ca2+-dependent inactivation inhibitor domain binding in CACNA1D, Förster resonance energy transfer in living cells, …; HEK cells, CFP/YFP FRET ICDI-IQ, plate reader, 10 min; percent FRET-ratio fall versus neutral wells; 0.098% of 340,000 active; inhibition, % at 12.3 µM;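 active = mean replicate inhibition of at least 30% and at least 1% of replicates passing that level; inconclusive = only one of the two criteria is met; inactive = neither criterion is met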;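 also: 0% = median of the neutral control wells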
Exocytosis inh: lytic granule exocytosis inhibition; TALL-104 LAMP-1 surface exposure, flow cytometry; cells stimulated with thapsigargin and PMA; inhibition, % at 10 µM; 0.66% of 360,000 active; AID 651702;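 active = inhibition above about 55%, limit read from the data; inconclusive = no clear call, values can overlap the other calls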
ABCB6 inh MLPCN: blocks the human ABCB6 transporter | K562-ABCB6 porphyrin accumulation, flow cytometry, 1 h; hits give low values | fluorescence ratio to DMSO, % at 10 µM | 0.19% of 360,000 active;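 active = fluorescence ratio to DMSO below 75%, the collection mean minus 3 SD; inconclusive = too few cells collected in the well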;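 also: signal is porphyrin accumulated inside mitochondria; 100% equals median channel fluorescence of DMSO control wells; lower ratio means ABCB6 inhibition with less porphyrin fluorescence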
Active calls of the source: *; u = inconclusive; x = not tested or not shown.

SMILES	Glyco luc inh	MC4R antagonist	Cardio protect	PDI inh	HTR2A ag	MC4R ag barr	ABHD5-PLIN5 inh	CaV13 ICDI inh	Exocytosis inh	ABCB6 inh MLPCN
O=C1NC(=Nc2ccccc2)S/C1=C\c1ccccc1	-0.4	20.6	-4.1	1.7	-1.5	3.9	-0.3	-2.0	-3.6	99.0
COC(=O)c1ccc(NC(=O)C2CC(=O)OC2c2ccccc2)cc1 (configuration not stated)	1.2	13.1	4.7	2.3	3.3	-1.7	1.3	0.0	-2.2	99.0
O=C(CCNS(=O)(=O)c1ccc(Br)cc1)NCc1ccc2c(c1)OCO2	1.6	-3.4	0.1	4.5	-2.2	-2.6	-0.2	-3.4	0.5	62.0*
CCN(CC)S(=O)(=O)c1ccc(N2CCOCC2)c(NC(=O)c2ccc(N3CCCC3=O)cc2)c1	-6.6	-3.2	0.6	0.0	-3.0	-3.3	-14.0	-6.7	-2.5	96.0
Cc1onc(-c2ccccc2)c1C(=O)NCCc1c[nH]c2ccccc12	-2.7	5.7	-3.3	9.0	-1.2	1.2	7.8	-5.3	-2.1	92.0
COCCN(C(=O)c1csnn1)C(C(=O)NC1CCCCC1)c1ccc(C)cc1 (configuration not stated)	0.0	17.1	0.0	-12.6	-5.7	-1.3	-5.0	-2.0	-0.4	97.0
COc1cc(CN2CCN(S(=O)(=O)c3ccc(F)cc3)CC2)cc(OC)c1OC	0.6	-1.7	-0.2	-0.7	-1.8	0.9	-9.5	-5.3	1.5	102.0
COC(=O)C(C)Oc1ccc2cc(-c3ccccc3)c(=O)oc2c1 (configuration not stated)	-0.4	13.0	-3.2	-1.2	-8.1	0.0	3.8	-16.0	-1.7	89.0
COc1ccccc1C(=O)Nc1ccnn1C1CCN(C(=O)c2cnsn2)CC1	2.4	2.0	33.8	0.0	-3.2	-2.9	-3.8	-5.3	-5.3	96.0
CN(C)CCCN(C(=O)C1COc2ccccc2O1)c1nc2ccc(F)cc2s1 (configuration not stated)	0.3	3.3	3.5	-1.6	-5.0	1.4	3.0	-5.4	10.2	94.0
Cc1cc(=O)oc2c3c(cc(OCC(=O)NCc4ccncc4)c12)OC(C)(C)CC3	9.2	8.5	11.3	x	-0.9	-0.5	9.0	x	-1.1	99.0
C=CCNC1=C(Cl)C(=O)c2ccccc2C1=O	-1.3	-26.8	-11.5	-2.0	1.7	1.8	-9.1	-2.6	4.8	96.0
CCOc1ccc(NC(=O)CN2CCN(S(=O)(=O)c3ccc(Cl)cc3)CC2)cc1	-0.9	9.1	-9.4	-2.1	3.5	-1.0	15.7	-1.8	-2.6	93.0
Cc1cnc(N2C(=O)c3ccc([N+](=O)[O-])cc3C2=O)s1	0.9	4.4	-3.5	0.7	0.0	-2.0	-9.2	-6.3	-1.9	108.0
Cn1c(CO)cnc1S(=O)(=O)Cc1ccc(Cl)cc1	0.0	6.6	4.0	1.1	0.8	-3.6	4.2	-4.4	-1.2	95.0

In a second layout: results already given
Cc1cc(=O)oc2c3c(cc(OCC(=O)NCc4ccncc4)c12)OC(C)(C)CC3
  Glyco luc inh = 9.2 | MC4R antagonist = 8.5 | Cardio protect = 11.3 | PDI inh = x | HTR2A ag = -0.9 | MC4R ag barr = -0.5 | ABHD5-PLIN5 inh = 9.0 | CaV13 ICDI inh = x | Exocytosis inh = -1.1 | ABCB6 inh MLPCN = 99.0

CCN(CC)S(=O)(=O)c1ccc(N2CCOCC2)c(NC(=O)c2ccc(N3CCCC3=O)cc2)c1
  Glyco luc inh = -6.6 | MC4R antagonist = -3.2 | Cardio protect = 0.6 | PDI inh = 0.0 | HTR2A ag = -3.0 | MC4R ag barr = -3.3 | ABHD5-PLIN5 inh = -14.0 | CaV13 ICDI inh = -6.7 | Exocytosis inh = -2.5 | ABCB6 inh MLPCN = 96.0

(continued)
SMILES	Glyco luc inh	MC4R antagonist	Cardio protect	PDI inh	HTR2A ag	MC4R ag barr	ABHD5-PLIN5 inh	CaV13 ICDI inh	Exocytosis inh	ABCB6 inh MLPCN
O=C(O)CNC(=O)/C(=C/c1cccc([N+](=O)[O-])c1)NC(=O)c1ccco1	0.1	-1.5	1.4	-37.0	3.0	-1.0	7.7	-3.9	-3.0	98.0
COC(=O)C(=Cc1ccc(OCc2ccc([N+](=O)[O-])cc2)c(OC)c1)C(=O)OC	4.4	13.0	-23.4	8.9	0.6	-1.9	17.4	x	2.3	101.0
COc1ccc(NC(=O)C2CCN(S(=O)(=O)c3cccc4nonc34)CC2)cc1	-3.0	14.6	12.5	5.8	2.1	-0.5	-1.0	-7.3	8.4	101.0
Cc1noc(C)c1NC(=O)N(C)C[C@@H]1Oc2ncc(Br)cc2C(=O)N([C@@H](C)CO)C[C@@H]1C	1.1	4.0	-4.8	2.6	0.4	-2.4	-6.1	-5.1	-0.7	100.0
COc1ccc(C2=CC(=O)C[C@H](c3ccc4c(c3)OCO4)C2)cc1	-1.0	-2.0	-2.5	-3.2	0.4	-1.2	6.6	x	-1.3	101.0
O=[N+]([O-])c1ccc(CSc2nnc(SCc3ccc(Cl)cc3)s2)cc1	-3.9	-4.3	-4.7	18.3	9.1	-3.0	1.1	-3.7	-3.7	100.0
O=C1C2C(C(=O)N1/N=C/c1cc([N+](=O)[O-])c(O)cc1O)C1C=CC2C12CC2 (configuration not stated)	-1.5	3.3	6.0	17.4	-5.5	-4.1	-2.0	-1.9	u	94.0
O=C(Nc1cccn2ncnc12)c1ccccc1	-0.5	9.7	-1.2	2.9	5.4	1.9	-4.3	x	8.9	104.0
COc1ccc(S(=O)(=O)N2Cc3ccccc3CC2C(=O)Nc2nccs2)cc1OC (configuration not stated)	-6.8	-2.3	17.4	-2.7	1.1	-0.3	-2.1	0.2	4.7	90.0
CC1(C)NC(=O)N(CCCSc2ccc(Cl)cc2)C1=O	-3.4	2.2	-4.3	3.4	-2.2	-1.0	0.9	-8.2	6.2	96.0
Cc1ccnc(NC(=O)C23CC4CC(CC(C4)C2)C3)c1	1.0	19.3	5.5	1.2	2.3	0.4	0.5	-4.0	-1.5	103.0
CCn1nc(C)c(CNC(=O)Nc2ccccc2C(=O)OC)c1C	1.8	-2.4	-2.9	6.2	0.0	-0.9	0.9	-2.6	-1.4	104.0
O=C(CCC(=O)N1CCCCC1)Nc1nnc(C2CCCCC2)s1	-0.4	10.3	-5.4	-7.3	2.5	-2.5	-3.7	-3.1	2.1	90.0
O=C(/C=C/c1ccccc1)N/C(=C/c1ccccc1)C(=O)NCCCO	0.6	1.4	-2.4	-3.5	5.4	-2.5	2.3	-5.9	-4.0	93.0
Nc1nc(N2CCCCC2)nc(N(c2ccccc2)c2ccccc2)n1	2.2	15.1	-7.7	7.6	12.2	-0.5	3.1	-5.1	-4.3	97.0
CCCCCSc1nnc2c(n1)OC(C)N(C(C)=O)c1ccccc1-2 (configuration not stated)	-0.7	1.5	-9.8	x	6.0	0.4	2.4	-4.8	6.8	99.0
O=C(Nc1ccc(NC(=S)NC(=O)c2ccccc2F)cc1)c1cccs1	-3.6	2.7	1.1	-3.1	-1.4	-0.4	-1.6	-5.8	-2.1	103.0
CC(C)(O)C#Cc1ccc(C(=O)NCCC(=O)O)s1	1.5	4.4	5.2	-1.2	2.6	2.1	-2.9	-6.4	3.4	99.0
Cc1ccc(NC(=S)NCCc2c[nH]c3ccccc23)c(C)c1	-1.2	10.6	-4.1	5.9	2.6	3.6	9.6	-5.6	7.6	96.0
COc1ccc(NC(=O)NCCN2CCc3ccccc3C2)cc1	0.3	6.0	26.7	3.6	-3.9	0.1	0.8	-6.9	-3.6	98.0
Cc1cccc(NC(=O)CC2c3ccccc3Oc3ccccc32)c1	2.3	1.8	0.6	-16.9	2.0	0.9	2.4	1.7	-1.5	97.0
O=C(Nc1nc2cc3c(cc2s1)OCO3)c1ccc(N2C(=O)CCC2=O)cc1	2.1	14.9	1.0	-2.4	3.9	11.9*	-1.0	0.1	2.2	105.0
Cc1c(Cl)cccc1NC(=S)N(CCN(C)C)C(C)c1ccco1 (configuration not stated)	3.1	6.2	-2.5	0.0	-0.7	1.0	-1.1	-5.8	-9.3	95.0
S=c1[nH]nc(COc2ccccc2)n1Cc1ccccc1	-1.3	19.4	-5.0	-19.0	0.0	1.4	-0.8	-4.3	11.6	102.0
CCc1nc2ccccc2c(C(=O)OCC(=O)NC(=O)c2cccn2C)c1C	2.8	13.4	8.1	9.0	-1.9	-1.7	2.8	-13.7	13.9	97.0
CC[C@H]1OC(=O)[C@H](C)[C@@H](O[C@H]2C[C@@](C)(OC)[C@@H](O)[C@H](C)O2)[C@H](C)[C@@H](O[C@@H]2O[C@H](C)C[C@H](N(C)C)[C@H]2O)[C@](C)(OC)C[C@@H](C)C(=O)[C@H](C)[C@@H](O)[C@]1(C)O	0.5	9.6	-4.4	1.9	0.6	1.8	4.6	-4.6	2.4	102.0
COc1ccc(OC)c(N(CCN2C(=O)c3ccccc3C2=O)C(=O)C2CCC(=O)C2C)c1 (configuration not stated)	0.0	4.8	-2.2	-2.7	1.5	-1.6	-1.2	-5.7	-1.6	100.0
CCCNC(=O)C(=O)N/N=C/c1cccs1	1.5	-3.7	5.9	7.3	-2.2	-0.9	-0.2	-5.3	-8.8	98.0
O=C(NCCS(=O)(=O)N1CCCCCC1)c1ccc(F)cc1	1.6	0.1	1.8	-0.2	-5.5	-1.5	4.3	-6.1	3.0	97.0
COc1ccc(/C=C/C(=O)N[C@H](C(=O)O)C(C)C)cc1	2.5	6.1	9.0	-2.3	0.9	-1.5	-4.0	0.1	0.6	100.0
C[C@@H]1CN([C@H](C)CO)C(=O)CCCn2nncc2CO[C@H]1CN(C)Cc1ccc2cccnc2c1	0.4	10.8	2.9	-9.0	2.9	1.0	1.0	-3.2	-2.2	99.0
COc1ccccc1NC(=O)C(C)OC(=O)/C(=C/c1ccccc1)NC(C)=O (configuration not stated)	-0.2	2.5	-3.6	-1.0	2.7	-2.3	-8.1	-5.9	-1.5	100.0
CCCn1c(C)cc(C(=O)COC(=O)c2ccc[nH]c2=O)c1C	-15.9	7.3	-14.8	10.8	-0.1	-1.8	10.5	-13.8	-1.0	93.0
CCOC(=O)[C@]12CCC=C1N(Cc1ccccc1)C(=O)[C@H](CC(=O)NCc1cccc(C(F)(F)F)c1)C2	x	x	x	x	-6.5	x	-7.0	-1.7	8.1	93.0
COc1cccc(C(=O)NC(C)c2cccc3ccccc23)c1OC (configuration not stated)	-10.0	7.7	6.6	-9.0	-3.2	0.4	-6.7	-3.4	-21.9	97.0
COc1ccc(-n2ncc3c(NCc4ccco4)ncnc32)cc1	-2.7	16.6	-1.9	-1.3	1.4	0.3	2.5	-5.8	-4.7	102.0
Cc1csc2c(N3CCN(C(=O)Nc4ccccc4)CC3)ncnc12	-3.0	19.1	-10.7	-4.3	21.2*	1.1	-3.6	-13.3	7.1	87.0
